Assay outcomes: PubChem, Sanford-Burnham Center for Chemical Genomics
UPR XBP1 act: activators of adaptive XBP1 UPR arm, primary screen, cell-based, CHO-XBP1 luciferase reporter, luminescence, uHTS; IRE1-XBP1 UPR activation; percent of tunicamycin response, DMSO as zero; activation, % at 20 µM; 0.33% of 330,000 active; AID 463104, 2010;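 active means versus positive control, 20 µM dose yields 30% or more activation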;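 further: 100% = tunicamycin at 10 µg/mL and 0% = DMSO only wells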
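incubation = overnight seeding at 37 °C, 6 h compound treatment at 37 °C | assay system = CHO-XBP1 cells stably carrying IRE1-XBP1-driven luciferase reporter | input = 1000 cells per well | detection = luciferase luminescence | dosing = single point, 20 µM final compound, 1% DMSO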
CHOP UPR activ: activators of apoptotic CHOP UPR arm, primary screen, cell-based, CHO-CHOP luciferase reporter, luminescence, uHTS; 0.34% of 330,000 active; activation, % at 10 µM; UPR activation; percent of tunicamycin response over DMSO baseline;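 active means at 10 µM dose, activation of 40% or more, normalized to positive control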;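 further: 100% = tunicamycin at 10 µg/mL and 0% = DMSO alone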
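measured by = luciferase luminescence | assay system = CHO-CHOP cells, stable luciferase reporter of PERK-eIF2a-CHOP signalling | amount = 500 reporter cells seeded per well | timing = 6 h compound exposure at 37 °C after overnight seeding | controls = positive tunicamycin 10 µg/mL, negative DMSO alone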
CCR6 antag: CCR6 receptor antagonists, primary screen, cell-based, CHO-K1, luminescence, beta-arrestin, uHTS; inhibition, % at 20 µM; 0.49% of 340,000 active; C-C chemokine receptor type 6 (Homo sapiens), P51684; CHO-K1 CCR6 PathHunter beta-arrestin, CCL20-stimulated;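 active means compounds whose inhibition of the agonist-driven luminescence signal at 20 µM reaches about 50%, limit read from the data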;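 further: cells stimulated with CCL20 at 14 nM final; plate controls were DMSO with CCL20 for no effect and DMSO without agonist for full effect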
Target sequence (P51684 whole entry, looked up): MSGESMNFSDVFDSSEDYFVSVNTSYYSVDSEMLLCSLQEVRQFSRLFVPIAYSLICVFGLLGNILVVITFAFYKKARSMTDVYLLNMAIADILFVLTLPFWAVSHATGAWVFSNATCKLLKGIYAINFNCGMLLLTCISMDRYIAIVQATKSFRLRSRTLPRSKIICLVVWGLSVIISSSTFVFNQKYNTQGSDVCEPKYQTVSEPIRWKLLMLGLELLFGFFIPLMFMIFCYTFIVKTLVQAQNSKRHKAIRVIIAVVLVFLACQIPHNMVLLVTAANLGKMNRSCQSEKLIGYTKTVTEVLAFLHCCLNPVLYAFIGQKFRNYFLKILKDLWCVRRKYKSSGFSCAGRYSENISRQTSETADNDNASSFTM
CXCR6 block: CXCR6 receptor inhibitors, primary screen, cell-based, beta-arrestin, luminescence, CHO-K1 PathHunter, 1536-well; inhibition, % at 20 µM; 0.36% of 360,000 active; AID 602244, 2012; in the data active means inhibition above about 34%, passing the limit was not always enough;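 further: antagonist mode with CXCL16 agonist at 10 nM final; 0% = 10 nM CXCL16 with DMSO and 100% = unstimulated wells without agonist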
Target sequence (O00574 whole entry, looked up): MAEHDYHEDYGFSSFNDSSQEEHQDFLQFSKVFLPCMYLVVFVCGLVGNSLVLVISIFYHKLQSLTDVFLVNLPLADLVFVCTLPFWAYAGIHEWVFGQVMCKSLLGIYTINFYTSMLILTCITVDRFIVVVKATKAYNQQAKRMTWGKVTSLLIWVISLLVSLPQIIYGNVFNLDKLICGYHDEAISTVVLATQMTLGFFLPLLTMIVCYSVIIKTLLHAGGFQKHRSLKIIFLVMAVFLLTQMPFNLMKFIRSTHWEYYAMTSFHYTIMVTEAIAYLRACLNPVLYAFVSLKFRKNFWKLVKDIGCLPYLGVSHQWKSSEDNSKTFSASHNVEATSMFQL
Mdm2-MdmX inh: inhibitors of human Mdm2-MdmX association, primary screen, cell-based, luminescence, split luciferase, SaOS-2, uHTS | SaOS-2 split-luciferase Mdm2/MdmX complementation | inhibition, % at 8 µM | 3% of 330,000 active | AID 485346, 2010;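 active means inhibition of at least 50% at 8 µM in the primary screen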
697 NFkB inh: inhibitors of PMA/ionomycin-induced NF-kB reporter, 697 cells, primary screen, B-cell NF-kB inhibitor project, cell-based, luminescence, uHTS. 697 B-cell NF-kB luciferase reporter, 16 h. inhibition, % at 4 µM. 0.33% of 330,000 active; in the data active means inhibition above about 35%
EBI2 antag: EBI2 receptor antagonists, beta-arrestin recruitment, primary screen, cell-based, luminescence, 7a,25-OHC stimulation, uHTS; G-protein coupled receptor 183 (Homo sapiens), P32249; 7a,25-OHC stimulated; inhibition, % at 5 µM; 0.81% of 360,000 active; AID 651636, 2012; in the data active means inhibition above about 38%;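 further: enzyme fragment complementation signal reports receptor beta-arrestin coupling in cells; 0% = agonist plus DMSO wells and 100% = wells without agonist; some results beyond the cut were filed as inactive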
Target sequence (P32249 whole entry, looked up, the tested form may be a part): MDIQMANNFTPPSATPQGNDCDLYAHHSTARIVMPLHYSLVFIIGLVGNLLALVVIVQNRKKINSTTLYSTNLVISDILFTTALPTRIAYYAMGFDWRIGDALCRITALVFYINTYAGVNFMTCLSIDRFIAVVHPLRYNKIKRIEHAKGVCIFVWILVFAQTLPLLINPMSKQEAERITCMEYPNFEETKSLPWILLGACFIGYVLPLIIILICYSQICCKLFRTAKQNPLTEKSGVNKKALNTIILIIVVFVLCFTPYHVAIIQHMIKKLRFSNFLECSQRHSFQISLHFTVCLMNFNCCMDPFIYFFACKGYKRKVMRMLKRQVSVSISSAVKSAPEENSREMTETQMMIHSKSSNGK
Gli-Sufu antag: Gli-Sufu pathway antagonists, primary screen, luciferase luminescence, Sufu-KO-LIGHT cells, uHTS | 0.74% of 340,000 active | Sufu-KO-LIGHT fibroblasts, Gli luciferase reporter luminescence | inhibition, % at 5 µM;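 active means inhibition above about 55%, limit read from the data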;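 further: 0% = DMSO-treated cells and 100% = wells with medium but no cells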
Jurkat NFkB inh: inhibitors of induced NF-kB luciferase reporter, primary screen, TCR NF-kB activation inhibitor project, cell-based, luminescence, uHTS; Jurkat, PMA/ionomycin-induced NF-kB luciferase reporter; inhibition, % at 4 µM; 0.53% of 330,000 active; in the data active means inhibition above about 50%
Numbers without * were called inactive; nt = no result given; & = joins results of further samples. Rows are unselected; overall some 5% were active at least once.

Each structure is followed by: Mdm2-MdmX inh	CHOP UPR activ	CCR6 antag	Jurkat NFkB inh	EBI2 antag	Gli-Sufu antag	CXCR6 block	UPR XBP1 act	697 NFkB inh
> COc1ccc(C2=NOC(C(=O)Nc3c(C)n(C)n(-c4ccccc4)c3=O)C2)cc1OC (stereo unspecified)
    -1	-0.6	3	-9	-7	1	2	0	0
> Cn1ccc(-c2ccccc2)n1
    -37	1.3	9	-8	1	1	-1	-3	-15
> COc1ccc(-n2cnc3cc(NS(=O)(=O)c4ccc(C)cc4)ccc32)cc1
    14	0.0	nt	5	22	nt	16	0	5
> CCC(C)NC(=O)c1cc2c(=O)[nH]c3ccc(C)cc3c2s1 (stereo unspecified)
    30	1.0	12	-8	7	5	5	-6	28
> N=C1/C(=C\c2ccc(SCc3ccco3)o2)C(=O)N=C2SC=NN12
    -5	1.4	20	17	-7	15	5	-1	-10
> O=[N+]([O-])c1ccc(COP(=O)(O)OCc2ccc([N+](=O)[O-])cc2)cc1
    -3	3.4	0	-8	7&6	-3	-4&-5	-2	-3
> CC(=O)Nc1ccc(NC(=O)c2cc(=O)c3ccc(C)cc3o2)cc1
    19	0.1	6	1	-6	-1	-6	-3	-7
> O=C(C1CCC(=O)N(C2CCCC2)C1)N1CCN(Cc2cccc(F)c2)CC1 (stereo unspecified)
    8	-0.1	7	-9	-3	1	4	-5	-2
> COc1ccc(C(=O)NCCc2ccc(F)cc2)cc1OC
    0	-0.3	13	-14	0	-12	-6	3	0
> CCOC(=O)C1CCN(C(=O)CN(c2cccc(OC)c2)S(=O)(=O)c2ccccc2)CC1
    -4	-1.0	2	3	-8	-7	-7	4	19
> Cc1ccc(CNC(=O)N2CCN(c3ccc(C)cc3)CC2)cc1
    -15	-0.5	10	1	26	-9	-5	-5	-4
> CCn1nc(C)c(C(=O)Nc2cc(Oc3ccc(Cl)cc3)cc([N+](=O)[O-])c2)c1C
    57*	-3.0	13	4	-11	1	-3	0	14
> COc1cccc(/C=N/c2sc(Cc3ccccc3)c(C)c2C(N)=O)c1O
    -5	1.5	6	8	-10	5	-6	-2	12
> O=C(NN1CCCCC1)c1ccc(COc2ccc(Cl)cc2)cc1
    23	-0.7	2	1	3	-10	-11	3	-14
> CCc1cccc(Nc2cc(C)nc3nc(C)nn23)c1
    6	-1.3	14	10	-15	-18	0	-3	9
> O=C(CCCc1nc2ccccc2s1)Nc1ccc(N2CCOCC2)cc1
    2	-1.3	4	-2	6	1	4	3	23
> O=C(Nc1ccccc1C(=O)N1CCCCC1)c1ccccc1C(F)(F)F
    -3	0.5	-9	-5	-4	0	4	-6	-7
> CCOc1ccc(NC(=S)NC23CN4CN(CN(C4)C2)C3)cc1
    17	-0.1	9	-2	29	-3	2	-3	10
> Cc1cc(-c2nsc(=O)o2)c(S(C)(=O)=O)s1
    4	-3.3	-5	-3	8	9	-7	-3	6
> CCOC(=O)C1CCCN(C(=O)c2sc3nc(-c4ccc(F)cc4)cn3c2C)C1 (stereo unspecified)
    6	2.6	-12	12	7	-17	-7	2	-17
> NS(=O)(=O)c1ccc(NC(=S)NC(=O)c2ccco2)cc1
    -7	-0.1	34	-15	-1	-3	16	1	-1
> Cc1c(C(=O)N2CCN(Cc3ccccc3)CC2)oc2c1C(=O)CCC2
    17	1.9	-3	-8	0	10	5	-4	-17
> O=C(Oc1ccccc1C(=O)Nc1ccccc1)c1ccc(Br)c([N+](=O)[O-])c1
    8	9.1	-17	-14	9	-13	8	2	14
> O=C(C[C@@H]1C/C=C\C[C@@H](Cc2ccc(F)cc2)C(=O)OCCNC1=O)N[C@H](CO)Cc1ccccc1
    1	-0.6	3	-3	-6	10	-3	0	-1
> COc1ccccc1CNS(=O)(=O)c1c(C)nc2sccn2c1=O
    24	-0.1	9	-4	-4	-27	-5	-5	12
> ClCc1nnc(-c2ccccc2)o1
    31	2.7	4	5	-2	0	-5	-3	35*
> CCCCCC(=O)NC(=S)Nc1ccc2oc(=O)ccc2c1
    -13	0.0	23	5	5	-1	4	-1	19
> O=C(O)c1ccc(N/N=C/c2cccc(C(F)(F)F)c2)cc1
    4	3.6	7	-20	-5	-55	-6	0	-443
> O=C(COC(=O)c1cccc(S(=O)(=O)N2CCOCC2)c1)NCc1ccccc1
    26	0.4	8	4	-1	8	-1	-2	12
> CCC(C)NC(=O)C1CCC(=O)N(c2ccc3c(c2)OCO3)C1c1ccc(OC)cc1 (stereo unspecified)
    -38	2.7	2	4	-6	13	2	1	17
> O=C(CCNC(=O)c1ccc([N+](=O)[O-])cc1)Nc1ccc(F)cc1F
    -2	-0.7	-2	-7	4	-1	-13	-5	6
> O=c1cc(CN2CCc3ccccc3C2)nc2sccn12
    6	1.3	5	-11	-9	1	5	0	-8
> O=C1c2ccccc2CC1Sc1nnc(-c2ccccn2)o1 (stereo unspecified)
    nt	nt	-6	nt	-12	-12	5	nt	nt
> O=C1c2ccc([N+](=O)[O-])cc2C(=O)N1c1c[nH]c(=O)[nH]c1=O
    6	-2.0	-4	15	-7	7	-5	-4	8
> COCCNC(=O)C1CCN(S(=O)(=O)N2CCC3(CC2)OCCO3)CC1
    9	-1.5	-18	-4	-9	-5	5	-2	14
> CCn1c2ccccc2c2nnc(SCC(=O)c3c(N)n(C)c(=O)n(C)c3=O)nc21
    21	3.4	10	-19	2	-4	2	0	-7
> Cn1c(SCc2ccccc2)nnc1-c1c[nH]c2ccccc12
    -37	7.2	16	-57	-12	-39	5	-2	-53
> CCc1ccc(N(CC(=O)NCc2ccc(OC)cc2)C(=O)CCC(=O)Nc2ccccn2)cc1
    21	1.7	2	7	18	8	-4	-7	-3
> CC1=C(C(=O)OCc2ccccc2)C(c2ccoc2)C(C#N)=C(N)O1 (stereo unspecified)
    17	0.7	10	10	4	-4	-2	-3	5
> O=C(c1ccc(N2CCOCC2)c([N+](=O)[O-])c1)N1CCN(c2ccccc2F)CC1
    -1	1.1	13	2	11	3	8	-3	1
> CSCC[C@H](NC(=O)C1=NN(c2c(F)c(F)cc(F)c2F)C(=O)CC1)c1nc2ccccc2[nH]1
    2	-1.6	2	0	-3	10	8	-2	0
> Cc1ccc(NC(=O)/C(=C\c2cccs2)NC(=O)c2ccccc2)cc1
    6	1.4	0	-2	1	2	-4	0	-38
> CC(=O)c1cccc(NC(=O)C(C)OC(=O)c2ccc(-n3cnnn3)cc2)c1 (stereo unspecified)
    17	-1.4	2	1	-14	-3	-21	2	-9
> Cc1ccc(OCC(=O)NNC(=O)CCc2ccccc2)cc1
    -20	1.0	14	2	11	-2	1	1	11
> Cn1c(SCC(=O)NCc2ccco2)nnc1-c1ccc(S(=O)(=O)N2CCOCC2)cc1
    8	-0.9	-1	8	-6	-8	2	-2	22
> O=C(CCN=C1NS(=O)(=O)c2ccccc21)OCC(=O)c1ccccc1Cl
    12	1.5	14	-3	-5	-7	7	-4	6
> Cc1cccc(S(=O)(=O)NC(Cc2c[nH]c3ccccc23)C(=O)O)c1 (stereo unspecified)
    10	-0.8	-7	2	-13	-2	6	0	4
> COc1ccc(CN2CCN(CC=C(C)C)C(CCO)C2)cc1Cn1cccn1 (stereo unspecified)
    -17	-0.6	3	5	-10	-2	-2	0	2
> CCOP(=O)(OCC)C(Nc1cccc(C(F)(F)F)c1)c1ccc(F)cc1 (stereo unspecified)
    2	-2.7	6	-8	9	8	-1	-3	-5
> O=C(NCc1cccnc1)C(=O)Nc1ccc2c(c1)OCO2
    7	0.6	3	-5	-2	6	-2	-1	12
> CNC(=O)C1CCC(=O)N1Cc1ccc(C)cc1 (stereo unspecified)
    -15	-0.3	1	-6	2	-18	-3	-1	23
> CCCCSCCCNC(=O)CCCN1C(=O)c2ccccc2Sc2ncccc21
    -13	2.0	7	17	2	8	2	-7	1
> CC(C)(C)c1ccc(C(=O)NCCn2c(N)c(C#N)c3nc4ccccc4nc32)cc1
    2	-0.9	-8	-14	2	3	-12	-2	-28
> CN1CCN(c2ccc(CNS(=O)(=O)c3ccc(Cl)cc3)cc2)CC1
    17	1.1	-1	2	-2	7	6	-3	-21
> CCOC(=O)C1=C(C)N(C[C@@H]2CC[C@@H](Cc3ccc(-c4ccccc4)cc3)O2)C(=O)NC1c1cccc2ccccc12 (stereo partly specified)
    20	1.8	30	nt	15	2	1	1	21
> Cc1ccc(Cc2cnc(NC(=O)/C(C#N)=C/c3ccc(-c4ccccc4[N+](=O)[O-])o3)s2)cc1
    -1	1.4	43	-9	-2	-5	32	22	-26
> O=C(NCCc1ccccc1)c1cnc(Cl)c(Cl)c1
    -9	5.6	10	-21	-1	2	-2	-1	-4
> CC1=C(C(=O)OCc2ccccc2)C(c2ccc([N+](=O)[O-])cc2)NC(=O)N1 (stereo unspecified)
    36	-0.4	10	10	-10	1	9	-4	4
> CC(C)[C@H](NC(=O)c1ccccc1)C(=O)OCC(=O)NCCC1=CCCCC1
    2	1.5	19	-14	-14	2	8	-1	-5
> CCOC(=O)c1c(NC(=S)NC(=O)c2ccc(Cn3cc(Cl)cn3)o2)sc2c1CCC(C)C2 (stereo unspecified)
    10	8.4	15	-5	-11	32	5	13	-30

The listing continues.
Each structure is followed by: Mdm2-MdmX inh	CHOP UPR activ	CCR6 antag	Jurkat NFkB inh	EBI2 antag	Gli-Sufu antag	CXCR6 block	UPR XBP1 act	697 NFkB inh
> COc1ccc(CCNC(=O)CCCn2c(SCC#N)nc3ccccc3c2=O)cc1OC
    -4	-2.0	-2	-4	2	-3	-1	1	-40
> Cn1cnnc1Sc1nc([N+](=O)[O-])nn1C
    8	-1.4	-3	-20	0	-1	-2	-2	9
> O=c1oc2ccc(C#CC3(O)CCCCC3)cc2cc1-n1cc(C2(O)CCCCC2)nn1
    18	0.1	14	8	-2	37	-1	-4	-7
> Cc1ccc(-c2nnc(SCC(=O)N3CCN(c4ccccc4)CC3)o2)cc1
    6	-1.3	5	8	-3	6	-5	-3	15
> S=C(NCCc1ccccn1)Nc1ccc(Cl)c(Cl)c1
    5	1.8	2	2	-10	-4	-3	-3	-18
> C=CCn1c(SCC(=O)N2c3ccccc3Sc3ccccc32)nnc1-c1ccco1
    14	0.5	20	19	3	0	12	0	15

4 compounds from above, limited to 697 NFkB inh and Gli-Sufu antag:
| structure | 697 NFkB inh | Gli-Sufu antag |
| --- | --- | --- |
| CCCCSCCCNC(=O)CCCN1C(=O)c2ccccc2Sc2ncccc21 | 1 | 8 |
| CC(C)(C)c1ccc(C(=O)NCCn2c(N)c(C#N)c3nc4ccccc4nc32)cc1 | -28 | 3 |
| CN1CCN(c2ccc(CNS(=O)(=O)c3ccc(Cl)cc3)cc2)CC1 | -21 | 7 |
| CCOC(=O)C1=C(C)N(C[C@@H]2CC[C@@H](Cc3ccc(-c4ccccc4)cc3)O2)C(=O)NC1c1cccc2ccccc12 (stereo partly specified) | 21 | 2 |
